Bioassay records as filed in PubChem.
Pin1 inh: qHTS Assay to Find Inhibitors of Pin1 | Potency, µM (doses to about 115 µM), for inactives: top-dose activity, negative = inhibition, usual class: inhibitors | Pin1 FP peptide displacement, HiFluor488, 10 min | AID 504891, 2011 | 390,000 tested, 0.009% active; active = well fitted inhibition curve with a large enough effect in the polarisation, with a control signal flat, not every such curve was filed as active; inconclusive = small, poorly fitted or top-dose-only effect, or effect the other way, or a change in a side signal; inactive = no such curve, though single readings can be large or run the other way; the % refers to the polarisation; note: % is set by controls: 0 for no effect and ±100 for the full control effect
HP1b chromo inh: HTS for Inhibitors of HP1-beta Chromodomain Interactions with Methylated Histone Tails; Potency, µM (doses to about 114 µM), for inactives: at the highest dose activity change, negative = inhibition, most hits filed as inhibitors; AlphaScreen HP1-beta / biotin-H3K9me3 peptide binding; AID 540317, 2011; 390,000 tested, 0.56% active; Chromobox protein homolog 1 (Homo sapiens), P83916; note: nearly all actives have a fitted effect of over 70% in size; inactives centre near 23
Target sequence (P83916 whole entry, looked up): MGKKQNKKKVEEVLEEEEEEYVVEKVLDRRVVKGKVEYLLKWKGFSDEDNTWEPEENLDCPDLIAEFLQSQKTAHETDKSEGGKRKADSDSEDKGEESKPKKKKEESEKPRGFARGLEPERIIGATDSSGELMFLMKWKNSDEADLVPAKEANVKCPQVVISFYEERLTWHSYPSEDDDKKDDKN
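HP1-beta protein (50 nM final) preincubated 30 min at room temperature with biotinylated H3(1-18)K9me3 peptide (50 nM) in PBS pH 7.4, 0.01% Tween-20, then compound added for 30 min. AlphaScreen streptavidin donor/nickel chelate acceptor beads (10 ug/mL final), 30 min dark, luminescence read.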
JMJD2A Tudor inh: qHTS Assay for Inhibitors of JMJD2A-Tudor Domain; Potency, µM (titrated, usually from 114 µM), inactives show top-dose activity change, negative = inhibition, actives largely listed as inhibitors; Lysine-specific demethylase 4A (Homo sapiens), O75164; 390,000 tested, 4.4% active; AID 504339, 2011; AlphaScreen JMJD2A-Tudor / H3K4me3 peptide binding; note: % is set by controls: 0 for no effect and ±100 for the full control effect; nearly all actives have a fitted effect of over 50% in size
RGS4 inhibitor: Inhibitors of Regulator of G Protein Signaling (RGS) 4: qHTS; Potency, µM (doses to about 114 µM), for the others: at the top dose activity change, negative = inhibition, usual class: inhibitors; Transcreener GDP fluorescence polarization, RGS4-accelerated GTP hydrolysis; 390,000 tested, 0.039% active; note: % is set by controls: 0 for no effect and ±100 for the full control effect; nearly all actives have a fitted effect of over 75% in size; some results filed as inactive show a strong effect at the top dose
Target sequence (P49798 whole entry, looked up): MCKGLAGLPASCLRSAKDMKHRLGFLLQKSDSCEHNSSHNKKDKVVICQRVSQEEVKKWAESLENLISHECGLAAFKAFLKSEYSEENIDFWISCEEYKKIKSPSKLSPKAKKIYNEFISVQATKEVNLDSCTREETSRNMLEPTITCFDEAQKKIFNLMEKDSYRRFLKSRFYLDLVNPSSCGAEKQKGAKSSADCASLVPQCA
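MLSMR compounds (23 nl, pin-transferred) preincubated 10 min at room temperature with a 500nM (2x) first reagent, then RGS4 at 900nM (2x) plus Transcreener GDP mix added; fluorescence polarization (620/688 nm) read before and after 90 min at 30 °C.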
ERG Ets-DNA blk: qHTS for Small Molecule Inhibitors of the ERG Ets/DNA interaction. Potency, µM (doses to about 76.9 µM), for the others: at the highest dose FP activity, negative = inhibition, usual class: inhibitors. 370,000 tested, 0.028% active. AID 624246, 2012. fluorescence polarization, His-ERG Ets domain / labelled DNA; active = well fitted inhibition curve with a large enough effect in the polarisation, with a control signal flat; inconclusive = small, poorly fitted or top-dose-only effect, or effect the other way, or a change in a side signal; inactive = no such curve, though single readings can be large or run the other way; the % refers to the polarisation;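 note: polarization taken with two DNA probes labelled with fluorescein and Texas red; % of control where 0% means no effect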
Target sequence (P11308 whole entry, looked up, the tested form may be a part): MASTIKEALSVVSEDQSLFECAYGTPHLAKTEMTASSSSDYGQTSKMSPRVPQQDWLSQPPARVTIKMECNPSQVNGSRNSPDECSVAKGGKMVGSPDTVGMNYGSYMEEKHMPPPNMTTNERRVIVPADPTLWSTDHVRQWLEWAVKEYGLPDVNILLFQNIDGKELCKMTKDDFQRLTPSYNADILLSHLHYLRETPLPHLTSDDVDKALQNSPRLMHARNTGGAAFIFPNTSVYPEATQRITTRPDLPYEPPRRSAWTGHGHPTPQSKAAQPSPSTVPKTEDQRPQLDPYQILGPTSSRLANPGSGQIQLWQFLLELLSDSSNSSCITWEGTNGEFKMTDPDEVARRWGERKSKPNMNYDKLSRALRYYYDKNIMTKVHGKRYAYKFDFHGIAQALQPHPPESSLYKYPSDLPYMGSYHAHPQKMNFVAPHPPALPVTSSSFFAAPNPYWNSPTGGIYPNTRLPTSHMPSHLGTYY
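His-tagged ERG Ets domain (1 uM in the protein solution; 300mM KCl, 50mM Tris-HCl, 1mM EDTA, 1mM DTT, pH 7.5) received compound, then a probe mix of 5 nM fluorescein-DNA and 100nM Texas-615-DNA. Fluorescence polarization was read for both dyes.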
PGK inhibitor: qHTS Assay to Find Inhibitors of Phosphoglycerate Kinase | AID 602233, 2012 | 380,000 tested, 0.043% active | Potency, µM (series often up to 57.5 µM), inactives show at the top dose activity change, negative = inhibition, most hits filed as inhibitors | PGK/GAPDH coupled, Kinase-Glo luminescence, 60 min | Phosphoglycerate kinase, glycosomal (Trypanosoma brucei brucei), P07378; note: % is set by controls: 0 for no effect and ±100 for the full control effect; nearly all actives have a fitted effect of over 60% in size
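Recombinant glycosomal PGK reaction used 1,3-bisphosphoglycerate generated in-well by GAPDH (100nM final) in 100mM TEA pH 7.6, 5mM MgCl2, 0.01% Tween-20. After 60 minutes at room temperature, ATP was read by Kinase-Glo Plus luminescence end-point.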
GLS inhibitor: qHTS for Inhibitors of Glutaminase (GLS); GLS enzymatic activity, qHTS titration; Glutaminase kidney isoform, mitochondrial (Homo sapiens), O94925; Potency, µM (highest dose often 45.5 µM), for inactives: top-dose activity change, negative = inhibition, usual class: inhibitors; 410,000 tested, 0.21% active; AID 624170, 2012; note: % is set by controls: 0 for no effect and ±100 for the full control effect
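Coupled fluorescence readout: glutamate oxidase/HRP/Amplex Red detect glutamate formed by hKGA from L-glutamine (1 mM solution added). Buffer 45 mM KH2PO4 pH 8.2, 0.02% Tween-20; reads at t0 and 30 min RT.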
rTrxR1 inhibitor: qHTS Assay for Inhibitors of Mammalian Selenoprotein Thioredoxin Reductase 1 (TrxR1): qHTS. Thioredoxin reductase 1, cytoplasmic (Rattus norvegicus), O89049. recombinant rTrxR1, NADPH fluorescence consumption, selenite substrate. Potency, µM (top dose mostly 114 µM), without a hit: at the highest dose activity change, negative = inhibition, usual class: inhibitors. 390,000 tested, 1% active. AID 588453, 2011; note: % is set by controls: 0 for no effect and ±100 for the full control effect; nearly all actives have a fitted effect of over 65% in size
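Rat TrxR1 (90 nM in the dispensed reagent) was pre-reduced with 400 uM NADPH for 5 min at room temperature, then incubated with compound for 15 min. After 400 uM selenite was added, NADPH fluorescence (Ex 340/Em 450 nm) was followed for 8 min.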
ALOX12 inh: Primary qHTS assay for inhibitors of human arachidonate 12S-lipoxygenase (ALOX12): Round 2. AID 1671190, 2021. Polyunsaturated fatty acid lipoxygenase ALOX12 (Homo sapiens), P18054. Potency, µM (titrated, usually from 108 µM), for inactives: at the highest dose activity change, negative = inhibition, usual class: inhibitors. 580,000 tested, 1.1% active. purified 12hLO, xylenol orange hydroperoxide absorbance; note: % is set by controls: 0 for no effect and ±100 for the full control effect
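Purified human 12hLO (150 nM final) in 25 mM Hepes, 0.01% Triton X-100, pH 7.0 was preincubated 15 min at room temperature with compound. Then 40 uM arachidonic acid was added, 30 min. Hydroperoxide was read by Fe-XO absorbance ratio 573/405 nm.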
* = called active by the depositor; i = inactive; ? = inconclusive; / = no result given; & = joins results of further samples; [ ] = another dose, or the depositor's remark. Unless noted, calls come from the whole dose curve; as a rule, active = well fitted curve in the direction sought with a large enough effect; inconclusive = small, poorly fitted or top-dose-only effect, or another doubt; inactive = no such curve, though single readings can be large; an effect the other way counts as inactive or inconclusive. Potency is the fitted concentration of half-maximal effect. These rows are one share of the data; rates above refer to the full screens.

SMILES	Pin1 inh	HP1b chromo inh	JMJD2A Tudor inh	RGS4 inhibitor	ERG Ets-DNA blk	PGK inhibitor	GLS inhibitor	rTrxR1 inhibitor	ALOX12 inh
CCC(C)(C(=O)NC1CCCC1)N(Cc1cccs1)C(=O)Cc1cccs1 (centres undefined)	-7%	55%[activator]	0%	-11%	1%	-11%	13%	-1%	-13%&1%
CC(=O)N1CCc2cc(S(=O)(=O)NC(CC(C)C)C(=O)NCCc3cccc(C)c3)ccc21 (centres undefined)	11%	31%	4%	-13%	0%	-1%	1%	14%	-3%
Cc1cc(C(F)(F)F)nc(SCCN2CCCCC2)c1C#N	5%	40%[activator]	-14%	-17%	10%	-4%	0%	22%[57.1 µM]	6%
CCC1CCCCN1CCCNC(=O)C1CCC(=O)N1Cc1ccc(C)cc1 (centres undefined)	-7%	2%	-16%	-27%	8%	-4%	-8%	-10%	0%
COc1ccccc1CNc1ccc(-c2nc(C(C)C)no2)cc1[N+](=O)[O-]	-9%	29%	-14%	16%	5%	i	4%	-3%	-17%
Cc1ccc(-c2nc(NCc3ccco3)n(C(=O)c3ccco3)n2)cc1	-2%	8%	-15%	-9%	-1%	-6%	8%	10%[57.1 µM]	0%
CC(=O)Nc1ccc(C2(O)COc3ccccc3O2)cc1 (centres undefined)	-4%	16%	-23%	15%	0%	-7%	9%	0%	0%
Cc1ccc(CNC(=O)COc2ccc(S(=O)(=O)NC(C)C)cc2)cc1	-6%	16%	-15%	-14%	5%	-9%	6%	7%	3%
O=C(CCOc1ccccc1)Nc1ccc(Cl)c(S(=O)(=O)N2CCOCC2)c1	4%	18%	-15%	-24%	2%	-9%	11%	6%	2%
Cc1ccccc1NC(=O)CSc1nnc(-c2ccccn2)o1	-8%	46%[activator]	?	26%	-4%	-7%	3%	34%	2%
Cc1c(Cl)cccc1-c1ccc(CNc2ccc3[nH]c(=O)[nH]c3c2)o1	1%	-3%	-29%	-34%	-3%	6%	6%	-4%	?
COCCN(CC1CCCN(C2Cc3ccccc3C2)C1)C(=O)CSC (centres undefined)	-8%	19%	-17%	-14%	3%	-3%	1%	-4%	0%
COc1ccc(-c2cn(CCO)c(CCN)n2)cc1	-8%	17%	?	5%	-4%	6%	6%	0%[57.1 µM]	17%
Cc1ccc(NC(=O)CCN2CCN(C/C=C/c3ccccc3)CC2)cc1	-5%	17%	-13%	-12%	-2%	-11%	11%	-5%	?
COc1ccc(CC(C)NS(=O)(=O)c2ccc3c(c2)CCN3S(C)(=O)=O)cc1OC (centres undefined)	-6%&1%	37%&21%	-13%&0%	34%[11.4 µM]	2%&0%	-5%&-1%	7%&-11%	2%&13%	5%&-21%
[O-][n+]1c2c(c3c4non(O)c4ccc31)CCCC2	0%	-16%	?	-5%	/	-10%	37%[activator]	1%	?
COc1cccc(NC(=O)NCCc2ccc(Cl)cc2)c1	-4%	25%	1%	-16%	-11%	-2%	-7%	6%[57.1 µM]	-17%
O=C(Cn1c(=O)[nH]c2ccccc2c1=O)N1CCN(Cc2ccc3c(c2)OCO3)CC1	-4%	49%[activator]	-14%	-3%[56.9 µM]	-4%	i	-3%	10%[57.1 µM]	2%
Cc1ccc(-c2nnc(SCC(=O)NNC(=O)COc3ccccc3C)n2C)cc1	5%	50%[activator]	1%	11%	-5%	8%	5%	-9%	-7%
COc1ccc([N+](=O)[O-])cc1NC(=S)NC(NC(=O)Cc1ccc(OC)c(OC)c1)C(Cl)(Cl)Cl (centres undefined)	3%	-10%	-22%	-38%	3%	-5%	1%	36%	5%

Molecules listed so far that have an aryl thioether with sulfur outside any ring, in the order listed:
SMILES	Pin1 inh	HP1b chromo inh	JMJD2A Tudor inh	RGS4 inhibitor	ERG Ets-DNA blk	PGK inhibitor	GLS inhibitor	rTrxR1 inhibitor	ALOX12 inh
Cc1cc(C(F)(F)F)nc(SCCN2CCCCC2)c1C#N	5%	40%[activator]	-14%	-17%	10%	-4%	0%	22%[57.1 µM]	6%
Cc1ccccc1NC(=O)CSc1nnc(-c2ccccn2)o1	-8%	46%[activator]	?	26%	-4%	-7%	3%	34%	2%
Cc1ccc(-c2nnc(SCC(=O)NNC(=O)COc3ccccc3C)n2C)cc1	5%	50%[activator]	1%	11%	-5%	8%	5%	-9%	-7%

Returning to the listing; the 2 compounds before the break are reprinted first.
SMILES	Pin1 inh	HP1b chromo inh	JMJD2A Tudor inh	RGS4 inhibitor	ERG Ets-DNA blk	PGK inhibitor	GLS inhibitor	rTrxR1 inhibitor	ALOX12 inh
Cc1ccc(-c2nnc(SCC(=O)NNC(=O)COc3ccccc3C)n2C)cc1	5%	50%[activator]	1%	11%	-5%	8%	5%	-9%	-7%
COc1ccc([N+](=O)[O-])cc1NC(=S)NC(NC(=O)Cc1ccc(OC)c(OC)c1)C(Cl)(Cl)Cl (centres undefined)	3%	-10%	-22%	-38%	3%	-5%	1%	36%	5%
CC(C)(C)OC(=O)N1CCC(NC(=O)c2nc[nH]c2C(=O)N2CCc3ccccc3C2)CC1	3%	28%	-27%	-12%	11%	9%	0%	11%[57.1 µM]	-3%
CC(C)(C)n1ncc2c(=O)n(CC(=O)NCc3ccccc3Cl)cnc21	-1%	47%[activator]	-10%	-17%	-12%	i	0%	9%	-26%
COc1ccc2[nH]c(C(=O)N/N=C/c3ccc(O)cc3O)cc2c1	15%	2%	-34%	-25%	11%	-5%	16%	4%[57.1 µM]	94%[activator]
C/C(=N\NC(=O)C1COc2ccccc2O1)c1ccc(C)o1 (centres undefined)	3%	31%	-21%	25%	-13%	i	4%	20%[57.1 µM]	-11%
O=C(Cc1cccs1)N(Cc1ccco1)C1(C(=O)NC2CCCCC2)CCCCC1	-4%	?	-11%	11%	-3%	-1%	-10%	-4%	0%
CCCn1c(N)c(C(=O)CN(C)CC(=O)Nc2ccc(F)cc2)c(=O)[nH]c1=O	-6%	23%	-11%	4%	-6%	-9%	0%	9%	22%
Cc1ccc(S(=O)(=O)N/N=C/c2cc(Br)c(C)o2)cc1	?	23%	-25%	-5%	-3%	i	13%	?	?
COc1cc(OC)cc(C(=O)N2CCC(n3c(C)nc4cc(F)ccc43)CC2)c1	3%	33%	-10%	20%	-6%	3%	2%	-11%	11%
CN(C)c1cccc(C(=O)NCc2ccccc2)c1	-1%	-7%	-27%	-3%	4%	8%	0%	6%[57.1 µM]	17%
O=C(NCc1ccncc1)c1ccc(S(=O)(=O)Nc2ccccc2)cc1	2%	40%[activator]	-8%	-27%	-2%	-8%	-2%	0%	13%
O=C(CSc1n[nH]c(=O)n1C1CC1)c1ccc2c(c1)OCCO2	-2%	8%	-17%	-7%	12%	-5%	-2%	4%	?
CCCCn1c(N)c(N(CCC(C)C)C(=O)c2cccc(-n3cnnn3)c2)c(=O)[nH]c1=O	2%	1%	-13%	4%	2%	i	-1%	8%	-15%
COc1ccccc1-n1nnnc1SC(C)C(=O)NC1CCCC1 (centres undefined)	-9%	5%	-16%	14%	7%	-3%	?	-2%	-5%
OCCC1CN(Cc2cccn2-c2ncccn2)CCN1C1CCCC1 (centres undefined)	-4%	25%	-20%	15%	-3%	-4%	5%	14%	-6%
Cc1cc(C)n(-c2nc3cc(Cl)c(Cl)cc3nc2Nc2c(C)cccc2C)n1	?	35%	3%	-3%	-10%	-3%	-3%	9%	0%
OCC(O)C(O)CC1SCCS1 (centres undefined)	-4%	36%	-1%	-23%	-14%	i	-7%	-3%[11.4 µM]	0%
CCOc1ccccc1NC(=O)COC(=O)C1CCC1	1%	33%	-2%	31%	7%	2%	9%	-10%	2%
COc1ccc(/C(N)=N/OC(=O)/C=C/c2ccccc2)cc1	-3%	36%	14%	7%	-1%	-12%	13%	6%[57.1 µM]	2%
CC(C)(C)OC(=O)N1CCC(C(=O)Nc2cccc(C(=O)NC3CC3)c2)CC1	-1%	14%	-11%	13%	-3%	0%	0%	6%	21%
